Screens deposited in PubChem by National Center for Advancing Translational Sciences (NCATS).
ATXN2 expr inh: reduces ATXN2 reporter expression in HEK-293 cells; HEK-293 ATXN2-luciferase reporter, luminescence, 24 h; Potency, µM (titrated, usually from 57 µM), inactives show at the top dose activity change, negative = inhibition, usual class: inhibitors; hit rate 0.72% among 360,000; AID 1745845; also: nearly all actives have a fitted effect of over 55% in size
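qHTS (up to 57 uM final) was run with 24 h compound exposure of reporter cells at 37 °C. Each well was multiplexed: SteadyGlo luminescence measured ATXN2-luciferase expression after a fluorogenic Gly-Phe-AFC viability readout (25 uM final).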
KB-3-1 cytotox: KB-3-1 parental cell cytotoxicity; KB-3-1 viability, CellTiter-Glo ATP luminescence, 72 h; Potency, µM (highest dose often 46.1 µM), for the others: at the top dose activity change, negative = cytotoxic, actives largely listed as cytotoxic; hit rate 1.4% among 400,000; AID 1347075; also: nearly all actives have a fitted effect of over 60% in size
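Luminescent ATP read-out (CellTiter-Glo) measures survival of drug-naive KB-3-1 cells after 72 h compound exposure at 37 °C. Titration series was screened from lowest to highest concentration, with DMSO vehicle plates as background controls.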
KB-V1 cytotox: kills drug-selected multidrug resistant KB-V1 cells; AID 1347076; hit rate 3.4% among 400,000; Potency, µM (series often up to 46.1 µM), for the others: top-dose activity change, negative = cytotoxicity, hits mostly cytotoxic; KB-V1 MDR cells viability, CellTiter-Glo, 72 h; also: nearly all actives have a fitted effect of over 60% in size
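Luminescent ATP read-out (CellTiter-Glo, 10 min) measures survival of drug-selected KB-V1 MDR cells after 72 h, 37 degrees C compound exposure. Medium: phenol-red-free DMEM, 10% FBS. Values from fitted concentration-response curves.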
The depositor's hits bear a star; ? = inconclusive; [ ] = dose if it differs, or a comment. Calls follow the shape of the dose curve; as a rule, active = well fitted curve in the direction sought with a large enough effect; inconclusive = small, poorly fitted or top-dose-only effect, or another doubt; inactive = no such curve, though single readings can be large; an effect the other way counts as inactive or inconclusive. % is scaled to controls: 0 for no effect and ±100 for the full control effect; potency is read from the fitted curve at half-maximal effect. Only part of the results is shown; the hit share may differ from the screen's.

SMILES	ATXN2 expr inh	KB-3-1 cytotox	KB-V1 cytotox
Cc1ccc(Cl)cc1N1CCN(C(=O)CCS(=O)(=O)c2ccc3c(c2)oc(=O)n3C)CC1	-2%	-3%	7.3µM*
CC(=O)c1cccc(NC(=O)C(Cc2ccccc2)NS(=O)(=O)c2ccc(Br)s2)c1 (stereo not given)	-12%	7%	-10%
CC(=O)c1ccc(NC(=O)CCCSc2nc(-c3ccco3)cc(C(F)(F)F)n2)cc1	5%	?	?
Cc1cc(C)c(NC(=O)c2c(C)oc3c2C2=NCCN2C=N3)c(C)c1	-16%	2%	19%
Cn1nnnc1SCCCNCc1cccc(OCc2ccc(F)cc2)c1	-25%	-9%	7%
CCn1cc(C(=O)N2CCN(c3ccccc3OC)CC2)c(=O)c2cc(S(=O)(=O)N3CCC(C)CC3)ccc21	-6%	?	?
CCCC12CN3CC(CCC)(CN(C1)C3c1c[nH]c3ccc(OC)cc13)C2=O (stereo not given)	13%	5%	3%
COc1ccc(-n2nnc(-c3nsc(NC(=O)c4cccc(C)c4)n3)c2C)cc1OC	-26%	20%	0%
CS(=O)(=O)N(CC(=O)NCCSCc1ccccc1)c1cc(C(F)(F)F)ccc1Cl	-12%	-14%	?
CCCS(=O)(=O)Nc1cccc(-c2cn3ccc(C)cc3n2)c1	16%	-7%	-7%
Cc1nn(-c2ccccc2)c2c1N(CC(=O)NCc1ccc(N(C)C)cc1)C(=O)CS2	-11%	-1%	6%
CCOc1ccc(CNC(=O)c2cc(-c3ccc(Cl)s3)nc3ccccc23)cc1	11%	8%	6%
Cc1cccn2c(=O)c(C(=O)NCc3ccc(F)cc3)c(O)nc12	7%	-5%	-4%
Cc1oc(-c2ccc(Cl)cc2)nc1Cn1c(=O)cc(C)c2c(C)nn(-c3cccc(F)c3)c21	-1%	9%	4%
FC(F)(F)c1cc(Nc2nc3ccccc3c3nncn23)ccc1Cl	3%	1%	-8%

Some entries already given, showing only KB-3-1 cytotox and ATXN2 expr inh:
mol,KB-3-1 cytotox,ATXN2 expr inh
CC(=O)c1cccc(NC(=O)C(Cc2ccccc2)NS(=O)(=O)c2ccc(Br)s2)c1 (stereo not given),7%,-12%
CC(=O)c1ccc(NC(=O)CCCSc2nc(-c3ccco3)cc(C(F)(F)F)n2)cc1,?,5%

New compounds follow.
SMILES	ATXN2 expr inh	KB-3-1 cytotox	KB-V1 cytotox
CCOC(=O)c1ccc(NC(=O)CCn2ccc(C)n2)cc1	13%	14%	6%
Cc1cc(F)ccc1NC(=O)CCS(=O)(=O)c1cc2c(cc1C)NC(=O)CO2	5%	19%	-7%
CC1=C(C(=O)Nc2cccnc2)C(c2ccccc2)n2nc(SCc3ccccc3F)nc2N1 (stereo not given)	?	24%	?
COc1cc(OC)c(NC(=O)CN2CCCN(Cc3ccccc3C)S2(=O)=O)cc1Cl	-5%	-2%	15%
CCn1ccc2cc(S(=O)(=O)N3CCCN(C(=O)NCC(=O)OC)CC3)ccc21	7%	14%	-3%
O=C(Cc1ccc(NC(=O)N2CCCCc3ccccc32)cc1)NCc1cccc(Br)c1	9%	-3%	21%
CN(C(=O)CSc1nc(-c2ccccc2)no1)c1ccc(F)cc1	8%	0%	0%
O=C(CNC(=O)c1ccc(F)cc1)OCc1cc(=O)n2nc(C3CCCCC3)sc2n1	1%	11%	?
Nc1c(-c2nc(-c3ccc(Cl)cc3)no2)nnn1-c1ccc(C(F)(F)F)c(Cl)c1	1%	5%	1%
COc1ccc(NC(=O)CN2C(=O)CSc3ccc(S(=O)(=O)N(C)C)cc32)cc1OC	2%	4%	?
O=C(NCCc1ccccc1)C(=O)NCC(c1cccnc1)N1CCN(c2ccccc2F)CC1 (stereo not given)	?	-24%	-10%
Cc1ccc(NC(=O)Cn2c(=O)n(Cc3nc(C)no3)c(=O)c3cc4c(cc32)OCO4)c(Cl)c1	4%	1%	21%
COc1cccc(C(=O)Nc2c(C(=O)Nc3ccc(F)cc3)oc3ccccc23)c1OC	32%	11%	-9%
CN(C)c1ccc(CNC(=O)CN2CCSc3ccc(S(=O)(=O)N(C)C)cc32)cc1	1%	-6%	?
O=C(c1ccc(Nc2nc3ccccc3n3nnnc23)cc1)N1CCN(c2ccc(F)cc2)CC1	15%	-6%	10%
CCOc1ccc(-c2cc3c(=O)n(CC(=O)NCc4ccccc4)ccn3n2)cc1	16%	-5%	25%
CCOc1cc(C(=O)Nc2ccc(-c3nc4ccccc4s3)cc2Cl)cc(OCC)c1OCC	37%	1%	0%
CCc1ccc(C(=O)c2cn(CC(=O)Nc3ccc(F)c(F)c3)c3cc(OC)c(OC)cc3c2=O)cc1	-14%	-10%	21%
CC(=O)c1ccc(NC(=O)COc2ccccc2-c2nc(C(C)C)no2)cc1	7%	1%	-10%
COc1cccc(OC)c1Cn1nnc2c(=O)[nH]c(C3CCN(C(=O)c4ccccc4)CC3)nc21	16%	4%	11%
Cc1ccc(NC(=O)Cn2c(=O)n(CCCCC(=O)NCc3ccccc3Cl)c(=O)c3ccccc32)cc1C	-1%	11%	24%
Cc1ccc2nc(NC(=O)c3cc(=O)c4cc(C)c(C)cc4o3)sc2c1	12%	11%	30%
O=c1c2cccnc2n(Cc2ccccc2F)c(=O)n1Cc1ccccc1Cl	3%	7%	12%
CNC(=O)C1CCC(Cn2c(=O)c3sccc3n(CC(=O)Nc3ccccc3)c2=O)CC1 (stereo not given)	10%	1%	?
CCCCN1CCCc2cc(CN(CCCN3CCOCC3)C(=O)Nc3ccc(CC)cc3)ccc21	4%	-1%	12%
COc1cccc(CNC(=O)c2ccc(NC(=O)N3CC(C)Sc4ccccc43)cc2)c1 (stereo not given)	-12%	-3%	5%
CCc1ccc(CNC(=O)c2cc3n(n2)CCCN(Cc2ccccc2)C3=O)cc1	-34%	-22%	?
Cc1cc(=O)n(Cc2ccccc2)c2c1c(C)nn2-c1ccccc1	5%	-9%	-10%
COc1cccc(C(=O)Nc2nc3ccc(S(=O)(=O)N4CCCC4)cc3s2)c1	-2%	13µM*	?
COc1ccc(N2CCN(C3(c4ccccc4)C(=O)c4ccccc4C3=O)CC2)cc1	-5%	-19%	-14%
Cc1ccccc1C(=O)Nc1cccc(OCc2cc(=O)n3c4c(sc3n2)CCCC4)c1	0%	2%	-17%
Cc1ccc2nc(Nc3cccc(Cl)c3C)c(-n3nc(C)cc3C)nc2c1	14%	-4%	16%
Cc1cc(NC(=O)c2ccc3c(c2)OCCO3)cc(-c2nc3ccccc3o2)c1O	2%	-23%	-11%
O=C(CN1C(=O)CCc2cc(S(=O)(=O)N3CCOCC3)ccc21)Nc1cccc(Cl)c1	9%	-2%	0%
Cc1oc(-c2ccccc2)nc1CNC(=O)NC1CCCCC1	3%	-1%	?
Cc1ccc2c(=O)cc(C(=O)Nc3c(C)n(C)n(-c4ccccc4)c3=O)oc2c1C	2%	-7%	-7%
Cc1cccc(NC(=O)C(=O)NCC(c2ccc3c(c2)OCO3)N2CCOCC2)c1C (stereo not given)	4%	0%	-8%
COc1ccc(Br)cc1[C@@H]1Nc2ccc(C(=O)O)cc2[C@@H]2C=CC[C@@H]21	2%	-3%	14%
N#Cc1ccccc1NC(=O)C(=O)NCC(c1cccnc1)N1CCN(c2ccccc2)CC1 (stereo not given)	2%	-4%	-5%
Cc1cc(NC(=O)COc2ccccc2)cc(-c2nc3ccccc3o2)c1O	-3%	1%	-14%
COc1ccc(CC(=O)Nc2ccc3nc(Nc4ccc(OC)cc4)cc(C)c3c2)cc1	-1%	?	-12%
CCC1CCc2c(sc(NC(=O)C3c4ccccc4Oc4ccccc43)c2C(=O)OC)C1 (stereo not given)	4%	-27%	-11%
COc1ccc(OCC(=O)OCc2cc(=O)n3nc(C4CC4)sc3n2)cc1	-9%	2%	7%
O=C(NCCc1ccccc1)c1ccc2c(c1)N(Cc1ccc(Cl)cc1)C(=O)CS2	-26%	23µM*	0%
CCCCOc1ccc(Cn2c(=O)oc3ccc(C)cc32)cc1	6%	-1%	-2%
Cc1ccc(N2CC(c3nnc(Cc4ccccc4Cl)o3)CC2=O)cc1 (stereo not given)	4%	18%	2%
COc1ccc(NS(=O)(=O)c2ccc3nc(-c4ccccc4)[nH]c3c2)cc1	-33%	-24%	2%
Cc1nc(-c2ccc(C)c(S(=O)(=O)N3CCC(C(=O)NCc4ccc(F)cc4)CC3)c2)no1	-13%	-13%	10%
Cc1ccc(C(=O)COC(=O)c2cccc(NC(=O)c3ccc(Br)cc3)c2)cc1	10%	-16%	?
O=C(Nc1nc2c(s1)CCCCCC2)Nc1ccc(F)cc1F	53%[activator]	-3%	6%
CN(C)c1ccc(CN2CCc3nc(N4CCN(c5ccccn5)CC4)ncc3C2)cc1	28µM*	?	?
CCCN(CCC)CCCNC(=O)c1nn(C)c2c1CS(=O)(=O)c1ccccc1-2	4%	5%	-7%
COc1cccc(CN(Cc2ccco2)c2cnc(S(C)(=O)=O)nc2C(=O)Nc2cccc(Cl)c2C)c1	1%	-11%	-3%
O=c1c(N2CCN(c3cccc(Cl)c3)CC2)csc2ccccc12	?	-6%	-7%
Cc1ccc(C)c(N2CCN(C(=O)c3cc(C)nc4c3c(C)nn4-c3ccccc3)CC2)c1	-15%	-19%	-24%
Cc1ccc(N2CCN(C(=O)NCc3noc4ccccc34)CC2C)cc1 (stereo not given)	-15%	-13%	-4%
O=C(CN1C(=O)CC(c2ccco2)Sc2ccccc21)Nc1ccc(C(F)(F)F)cc1 (stereo not given)	-3%	-3%	?

Entries listed so far containing a Cl atom, in the order listed:
SMILES	ATXN2 expr inh	KB-3-1 cytotox	KB-V1 cytotox
Cc1ccc(Cl)cc1N1CCN(C(=O)CCS(=O)(=O)c2ccc3c(c2)oc(=O)n3C)CC1	-2%	-3%	7.3µM*
CS(=O)(=O)N(CC(=O)NCCSCc1ccccc1)c1cc(C(F)(F)F)ccc1Cl	-12%	-14%	?
CCOc1ccc(CNC(=O)c2cc(-c3ccc(Cl)s3)nc3ccccc23)cc1	11%	8%	6%
Cc1oc(-c2ccc(Cl)cc2)nc1Cn1c(=O)cc(C)c2c(C)nn(-c3cccc(F)c3)c21	-1%	9%	4%
FC(F)(F)c1cc(Nc2nc3ccccc3c3nncn23)ccc1Cl	3%	1%	-8%
COc1cc(OC)c(NC(=O)CN2CCCN(Cc3ccccc3C)S2(=O)=O)cc1Cl	-5%	-2%	15%
Nc1c(-c2nc(-c3ccc(Cl)cc3)no2)nnn1-c1ccc(C(F)(F)F)c(Cl)c1	1%	5%	1%
Cc1ccc(NC(=O)Cn2c(=O)n(Cc3nc(C)no3)c(=O)c3cc4c(cc32)OCO4)c(Cl)c1	4%	1%	21%
CCOc1cc(C(=O)Nc2ccc(-c3nc4ccccc4s3)cc2Cl)cc(OCC)c1OCC	37%	1%	0%
Cc1ccc(NC(=O)Cn2c(=O)n(CCCCC(=O)NCc3ccccc3Cl)c(=O)c3ccccc32)cc1C	-1%	11%	24%
O=c1c2cccnc2n(Cc2ccccc2F)c(=O)n1Cc1ccccc1Cl	3%	7%	12%
Cc1ccc2nc(Nc3cccc(Cl)c3C)c(-n3nc(C)cc3C)nc2c1	14%	-4%	16%
O=C(CN1C(=O)CCc2cc(S(=O)(=O)N3CCOCC3)ccc21)Nc1cccc(Cl)c1	9%	-2%	0%
O=C(NCCc1ccccc1)c1ccc2c(c1)N(Cc1ccc(Cl)cc1)C(=O)CS2	-26%	23µM*	0%
Cc1ccc(N2CC(c3nnc(Cc4ccccc4Cl)o3)CC2=O)cc1 (stereo not given)	4%	18%	2%
COc1cccc(CN(Cc2ccco2)c2cnc(S(C)(=O)=O)nc2C(=O)Nc2cccc(Cl)c2C)c1	1%	-11%	-3%
O=c1c(N2CCN(c3cccc(Cl)c3)CC2)csc2ccccc12	?	-6%	-7%
